Source: PubChem (National Center for Advancing Translational Sciences (NCATS))
JMJD2A Tudor inh: JMJD2A Tudor domain (human) inhibition; hit rate 4.4% among 390,000; AlphaScreen JMJD2A-Tudor / H3K4me3 peptide binding; Potency, µM (doses to about 114 µM), inactives show at the highest dose activity change, negative = inhibition, actives largely listed as inhibitors; O75164; AID 504339; note: % is set by controls: 0 for no effect and ±100 for the full control effect; nearly all actives have a fitted effect of over 50% in size
RGS4 inh: blocks human RGS4-accelerated GTP hydrolysis | hit rate 0.039% among 390,000 | Potency, µM (top dose mostly 114 µM), for the others: at the highest dose activity change, negative = inhibition, hits mostly inhibitors | P49798 | Transcreener GDP fluorescence polarization, RGS4-accelerated GTP hydrolysis; note: % is set by controls: 0 for no effect and ±100 for the full control effect; nearly all actives have a fitted effect of over 75% in size; some results filed as inactive show a strong effect at the top dose
Target sequence (P49798 whole entry, looked up): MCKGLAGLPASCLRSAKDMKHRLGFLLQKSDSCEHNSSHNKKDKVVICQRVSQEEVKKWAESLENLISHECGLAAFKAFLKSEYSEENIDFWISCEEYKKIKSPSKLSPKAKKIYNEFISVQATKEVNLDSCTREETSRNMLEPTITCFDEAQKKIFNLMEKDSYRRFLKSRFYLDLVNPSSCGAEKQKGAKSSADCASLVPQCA
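MLSMR compounds (23 nl, pin-transferred) preincubated 10 min at room temperature with a 500nM (2x) first reagent, then RGS4 at 900nM (2x) plus Transcreener GDP mix added; fluorescence polarization (620/688 nm) read before and after 90 min at 30 °C.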
PGK inhibitor: blocks T. brucei phosphoglycerate kinase; P07378; PGK/GAPDH coupled, Kinase-Glo luminescence, 60 min; Potency, µM (titrated, usually from 57.5 µM), inactives show top-dose activity change, negative = inhibition, actives largely listed as inhibitors; hit rate 0.043% among 380,000; note: % is set by controls: 0 for no effect and ±100 for the full control effect; nearly all actives have a fitted effect of over 60% in size
Target sequence (P07378 whole entry, looked up): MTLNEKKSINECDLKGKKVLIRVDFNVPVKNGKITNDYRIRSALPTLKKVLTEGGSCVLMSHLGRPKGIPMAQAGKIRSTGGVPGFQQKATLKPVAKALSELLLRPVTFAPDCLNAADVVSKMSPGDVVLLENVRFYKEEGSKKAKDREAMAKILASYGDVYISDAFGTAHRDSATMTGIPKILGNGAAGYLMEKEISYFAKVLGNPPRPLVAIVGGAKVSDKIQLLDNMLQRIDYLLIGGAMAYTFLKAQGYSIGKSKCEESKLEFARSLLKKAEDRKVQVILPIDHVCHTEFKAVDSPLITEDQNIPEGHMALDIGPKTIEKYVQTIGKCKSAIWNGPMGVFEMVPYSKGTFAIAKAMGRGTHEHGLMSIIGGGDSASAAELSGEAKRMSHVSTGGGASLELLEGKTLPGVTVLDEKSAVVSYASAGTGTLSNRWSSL
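Luminescent ATP detection (Kinase-Glo Plus) follows a 60-minute room-temperature incubation, with wells lacking PGK as controls. Buffer: 100 mM TEA (pH 7.6), 5 mM MgCl2, 0.01% Tween-20. Coupling enzyme GAPDH (100 nM final) supplies unstable 1,3-BPG in-well.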
HP1b chromo inh: blocks HP1-beta chromodomain binding to methylated histone tails; hit rate 0.56% among 390,000; AlphaScreen HP1-beta / biotin-H3K9me3 peptide binding; Potency, µM (titrated, usually from 114 µM), without a hit: at the highest dose activity change, negative = inhibition, usual class: inhibitors; AID 540317; note: nearly all actives have a fitted effect of over 70% in size; inactives centre near 23
Target sequence (P83916 whole entry, looked up): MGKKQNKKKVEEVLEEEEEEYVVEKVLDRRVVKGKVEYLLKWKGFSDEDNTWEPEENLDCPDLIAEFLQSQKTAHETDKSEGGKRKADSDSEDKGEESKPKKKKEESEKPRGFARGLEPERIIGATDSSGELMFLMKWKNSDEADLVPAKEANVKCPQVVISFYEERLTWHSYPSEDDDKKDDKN
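Compound inhibition of the preformed complex between 50 nM HP1-beta and 50 nM biotinylated H3K9me3 peptide was read by AlphaScreen. Buffer was PBS pH 7.4 with 0.01% Tween-20. Incubations ran 30 min at room temperature, with 10 ug/mL donor/acceptor beads.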
ERG-DNA inh: blocks human ERG Ets domain binding to DNA; P11308; fluorescence polarization, His-ERG Ets domain / labelled DNA; Potency, µM (titrated, usually from 76.9 µM), inactives show at the highest dose FP activity, negative = inhibition, most hits filed as inhibitors; hit rate 0.028% among 370,000; AID 624246; active = well fitted inhibition curve with a large enough effect in the polarisation, with a control signal flat; inconclusive = small, poorly fitted or top-dose-only effect, or effect the other way, or a change in a side signal; inactive = no such curve, though single readings can be large or run the other way; the % refers to the polarisation;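 note: polarization taken with two DNA probes labelled with fluorescein and Texas red; % of control where 0% means no effect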
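His-tagged ERG Ets domain (1 uM in the protein solution; 300mM KCl, 50mM Tris-HCl, 1mM EDTA, 1mM DTT, pH 7.5) received compound, then a probe mix of 5 nM fluorescein-DNA and 100nM Texas-615-DNA. Fluorescence polarization was read for both dyes.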
ALOX12 inh: ALOX12 (human) lipoxygenase inhibition. P18054. purified 12hLO, xylenol orange hydroperoxide absorbance. Potency, µM (top dose mostly 108 µM), inactives show top-dose activity change, negative = inhibition, most hits filed as inhibitors. hit rate 1.1% among 580,000; note: % is set by controls: 0 for no effect and ±100 for the full control effect
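Hydroperoxide product was detected by ferrous iron/xylenol orange as the 573 to 405 nm absorbance ratio. Arachidonic acid at 40 uM (final) was turned over for 30 min at room temperature by 150 nM human 12hLO, pH 7.0 Hepes buffer, after 15 min compound preincubation.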
Pin1 inh: human Pin1 inhibition | Q13526 | Pin1 FP peptide displacement, HiFluor488, 10 min | Potency, µM (doses to about 115 µM), inactives show top-dose activity, negative = inhibition, hits mostly inhibitors | hit rate 0.009% among 390,000 | AID 504891; active = well fitted inhibition curve with a large enough effect in the polarisation, with a control signal flat, not every such curve was filed as active; inconclusive = small, poorly fitted or top-dose-only effect, or effect the other way, or a change in a side signal; inactive = no such curve, though single readings can be large or run the other way; the % refers to the polarisation; note: % is set by controls: 0 for no effect and ±100 for the full control effect
Target sequence (Q13526 whole entry, looked up): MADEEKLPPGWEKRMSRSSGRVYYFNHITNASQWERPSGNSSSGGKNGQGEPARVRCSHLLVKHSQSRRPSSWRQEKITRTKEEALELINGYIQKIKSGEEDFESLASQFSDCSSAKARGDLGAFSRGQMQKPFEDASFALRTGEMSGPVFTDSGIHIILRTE
TrxR1 inh: blocks rat thioredoxin reductase 1. O89049. recombinant rTrxR1, NADPH fluorescence consumption, selenite substrate. Potency, µM (doses to about 114 µM), without a hit: at the highest dose activity change, negative = inhibition, hits mostly inhibitors. hit rate 1% among 390,000; note: % is set by controls: 0 for no effect and ±100 for the full control effect; nearly all actives have a fitted effect of over 65% in size
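Rat TrxR1 (90 nM in the dispensed reagent) was pre-reduced with 400 uM NADPH for 5 min at room temperature, then incubated with compound for 15 min. After 400 uM selenite was added, NADPH fluorescence (Ex 340/Em 450 nm) was followed for 8 min.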
GLS inh: inhibitors of human glutaminase (GLS). hit rate 0.21% among 410,000. Potency, µM (top dose mostly 45.5 µM), for the others: at the top dose activity change, negative = inhibition, actives largely listed as inhibitors. AID 624170. GLS enzymatic activity, qHTS titration; note: % is set by controls: 0 for no effect and ±100 for the full control effect
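Assay buffer: 45 mM KH2PO4 pH 8.2, 0.02% Tween-20. hKGA acts on L-glutamine (1 mM solution added); product glutamate is reported by an oxidase/peroxidase Amplex Red coupling, with fluorescence taken at baseline and 30 min.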
* marks the source's active call; other numbers are inactive results; i = inactive; ? = inconclusive; / = no result given; & = joins results of further samples; [ ] = dose if it differs, or a comment. Unless noted, calls come from the whole dose curve; as a rule, active = well fitted curve in the direction sought with a large enough effect; inconclusive = small, poorly fitted or top-dose-only effect, or another doubt; inactive = no such curve, though single readings can be large; an effect the other way counts as inactive or inconclusive. Potency is the fitted concentration of half-maximal effect.

SMILES	JMJD2A Tudor inh	RGS4 inh	PGK inhibitor	HP1b chromo inh	ERG-DNA inh	ALOX12 inh	Pin1 inh	TrxR1 inh	GLS inh
COc1cc(NC(=O)C2CCC(CNS(=O)(=O)c3csc(C(N)=O)c3)CC2)cc(OC)c1 (stereo unspecified)	8%	7%	-1%	31%[activator]	0%	-4%	-4%	36%[activator]	-2%
O=C(COc1ccccc1)Nc1nnc(-c2ccc(Cl)cc2)o1	-15%	8%	0%	48%[activator]	-6%	0%	7%	3%	-2%
COc1ccccc1NC(=O)Cn1nc(C)n2cccc2c1=O	-13%&-21%	6%&-19%	10%&-2%	39%&54%[activator]	6%&1%	1%&-13%	-1%&13%	-6%&37%	8%&10%
CCc1nnc(NC(=O)C(C)C)s1	3%	14%	-12%	25%	-3%	0%[57.4 µM]	2%	24%	-1%
COc1ccc(-c2cc(C(=O)N3CCN(c4ncccn4)CC3)c3ccccc3n2)cc1OC	-12%	-40%	-1%	48%[activator]	11%	?	7%	26%	-3%
CN(C(=O)c1ccc(NC(=O)Cc2ccc(NC(=O)C3CCN(S(=O)(=O)c4cccc([N+](=O)[O-])c4)CC3)cc2)cc1)C1CCCC1	-24%	11%	2%	29%	-6%	6%	58%[activator]	5%	1%
C=CCN1C(=O)C2(C(C#N)=C(N)Oc3n[nH]c(CCC)c32)c2ccccc21 (stereo unspecified)	-13%	3%	4%	18%	-4%	7%	?	-10%	12%
Nc1cccc(Nc2ccccc2)c1	-12%	-42%	i	1%	4%	?	-12%	13%[11.4 µM]	3%
CC(=O)Nc1nonc1-c1nnc(SCC(=O)Nc2ccc(C)c(Cl)c2)n1-c1ccccc1	-24%	-17%	5%	28%	4%	-4%	-2%	28%	5%
CC1CCCC(NC(=O)CSC2CCCCC2)C1C (stereo unspecified)	14%	-15%	4%	42%	-3%	39%[activator]	1%	6%[57.1 µM]	-6%
Cc1cccc2sc(NNC(=O)c3ccc(S(=O)(=O)N4CC(C)CC(C)C4)cc3)nc12 (stereo unspecified)	22µM*	-18%	4%	-16%	-9%	?	0%	12%[57.1 µM]	25%
COc1ccc(-n2c(C)cc(/C=C3/SC(=S)N(C)C3=O)c2C)cc1	-13%	-13%	0%	12%	-1%	1%	42%[activator]	4%[11.4 µM]	-1%
O=S(=O)(Nc1ccccn1)c1cnc(Cl)c(Br)c1	-14%	4%	-5%	8%	0%	-8%	-3%	-14%	11%
CC(=O)c1c(C)[nH]c(C(=O)NCCN2CCC(C)CC2)c1C	0%	-13%	i	10%	2%	-21%	-3%	-12%	-13%
CCCn1c(=O)c2ccccc2n2c(SCc3c(C(=O)OCC)oc4ccccc34)nnc12	-13%	10%	-9%	19%	-13%	8%	4%	27%	-1%
Cc1cc(N2CCOCC2)ccc1/C=C1\NC(=O)N(Cc2ccccc2F)C1=O	-28%	7%[56.9 µM]	-5%	5%	-2%	-3%	?	10%[11.4 µM]	-11%
C/C(=N\Nc1c(F)c(F)c(Br)c(F)c1F)c1ccncc1	-24%	-21%	i	47%[activator]	2%	77%[activator]	0%	-1%[57.1 µM]	?
CCOc1ccc(NC(=O)c2ccc(-c3csc(C)n3)cc2)cc1	2%	-7%	0%	16%	0%	?	0%	-3%	4%
COC(=O)CNC(=O)C1Cc2ccccc2CN1S(=O)(=O)c1ccc(F)cc1 (stereo unspecified)	0%	-27%	/	72%[activator]	4%	75%[activator]	?	8%	-1%
Cc1cccc(NC(=O)CN2C(=O)CCn3nc(-c4cccn4C)cc32)c1C	-30%	-32%	8%	6%[57 µM]	-3%	-29%	10%	11%[57.1 µM]	-5%
CCOc1ccc2nc(NC(=O)c3ccccc3)sc2c1	-6%	4%	?	45%[activator]	5%	-11%	5%	-19%	1%
O=C(NCCCn1ccnc1)c1ccc(S(=O)(=O)N2CCCCCC2)cc1	-23%	-14%	3%	31%	-1%	0%	9%	-18%	13%
O=C(Nc1nccs1)c1ccc(-c2ccc(F)c(Cl)c2)o1	-20%	-5%	-5%	16%	3%	16%	26%	-12%	-7%
CC(=O)Nc1ccc(NC(=O)c2cc(CN3CCCC3)on2)cc1	-13%	16%	i	28%	6%	2%	-7%	5%[57.1 µM]	1%

Some of these compounds in order of SMILES length, largest number first:
SMILES	JMJD2A Tudor inh	RGS4 inh	PGK inhibitor	HP1b chromo inh	ERG-DNA inh	ALOX12 inh	Pin1 inh	TrxR1 inh	GLS inh
Cc1cccc(NC(=O)CN2C(=O)CCn3nc(-c4cccn4C)cc32)c1C	-30%	-32%	8%	6%[57 µM]	-3%	-29%	10%	11%[57.1 µM]	-5%
CC(=O)c1c(C)[nH]c(C(=O)NCCN2CCC(C)CC2)c1C	0%	-13%	i	10%	2%	-21%	-3%	-12%	-13%
C/C(=N\Nc1c(F)c(F)c(Br)c(F)c1F)c1ccncc1	-24%	-21%	i	47%[activator]	2%	77%[activator]	0%	-1%[57.1 µM]	?

(more compounds)
SMILES	JMJD2A Tudor inh	RGS4 inh	PGK inhibitor	HP1b chromo inh	ERG-DNA inh	ALOX12 inh	Pin1 inh	TrxR1 inh	GLS inh
Cc1nn(C)cc1CN(C)Cc1ccc(OCC(O)CN2CCCCC2)cc1 (stereo unspecified)	1%[11.4 µM]	-2%[11.4 µM]	2%	45%[activator]	0%	0%	0%	4%	7%
CCCCC(=O)OCc1nc(N)nc(Nc2ccccc2C)n1	-14%	3%	3%	25%	-4%	6%	3%	13%	9%
CC1=CC2=NCC(O)CN2C=C1 (stereo unspecified)	5%	0%	i	25%	4%	21%	2%	19%[57.1 µM]	4%
Cc1cc(=O)oc2cc(OCc3ccc(C(=O)OCC(=O)Nc4ccccc4OC(F)F)cc3)ccc12	-9%	-30%	-5%	30%	3%	-26%	25%	-15%	-7%
COc1cc(C(C)=O)ccc1Oc1ncnc2c1cnn2-c1ccccc1	-11%	16%	3%	20%	-4%	-2%	7%	-7%	4%
COC(=O)C1=C(N)Oc2cc(C)n(CCN3CCOCC3)c(=O)c2C1c1cccnc1 (stereo unspecified)	7%	-1%	-3%	51%[activator]	-11%	-14%	-2%	-2%[57.1 µM]	1%
Cc1ccnc(NC(=O)c2ccc(NC(=O)c3ccco3)cc2)c1	4%	10%	-2%	37%	-5%	-1%	-6%	7%[57.1 µM]	-1%
O=S(=O)(NCc1cc(-c2ccccc2)no1)c1ccccc1	-10%	-22%	-4%	34%	-9%	5%	-2%	8%	0%
O=C(Nc1cc2c(cc1C(=O)c1ccccc1Br)OCCO2)c1cccc(Cl)c1	-24%	5%	0%	-1%	1%	-10%	-1%	26%	-12%
Cn1cc(Br)c(C(=O)Nc2sc3c(c2C(N)=O)CCCC3)n1	-19%	-22%	-12%	-10%	22%	-2%	28%	28%	9%
O=C(CN1C(=O)NC2(CCOc3ccccc32)C1=O)Nc1cccc(Cl)c1 (stereo unspecified)	-19%	8%	1%	8%	0%	-8%	1%	8%	1%
CCOc1ccccc1NC(=O)CN(c1nccs1)S(=O)(=O)c1ccc(N)cc1	?	-8%	-2%	1%	13%	-15%	-6%	-7%	12%
O=C(NCCc1c[nH]c2ccccc12)c1ccc(-n2cnnn2)cc1	-16%	4%	-8%	0%	-5%	0%	4%	11%[57.1 µM]	21%
CCc1nnc(N2CCN(c3ncnc4c3oc3ccccc34)CC2)s1	-14%	2%	-10%	42%[activator]	-13%	0%	0%	3%	-11%
O=C(COc1cccc(C(F)(F)F)c1)N1CCN(c2ccccc2O)CC1	-17%	21%	-7%	8%	-3%	-6%	-1%	6%[57.1 µM]	20%
COc1ccc(S(=O)(=O)N2CCN(C(=O)[C@@H]3CCC(=O)N3C3OC(=O)c4ccccc43)CC2)cc1 (stereo partly specified)	1%	-13%	-5%	26%	-2%	13%	-8%	1%[57.1 µM]	3%
O=C(NNS(=O)(=O)c1cc(Cl)c(Cl)cc1Cl)c1cccnc1	-9%	-32%	i	53%[activator]	0%	?	-11%	28%	-10%
CN(C)c1nc(OCCOC(=O)Nc2ccc(Cl)cc2Cl)nc(N(C)C)n1	3%	18%	5%	38%	-2%	-23%	-1%	6%	7%
CCOc1ccc(N2CC(=O)N/C2=N\c2nc(C)cc(C)n2)cc1	?	-8%	-8%	25%	-3%	?	8%	8%	1%
O=C(NCc1ccccc1Cl)c1ccc2nc(Cc3ccccc3)oc2c1	-3%	-14%	8%	24%[57 µM]	-1%	-17%	22%	-2%[57.1 µM]	1%
CCCn1c(=O)c2ccccc2n2c(SCc3cc(=O)oc4ccc5ccccc5c34)nnc12	?	-12%	4%	45%[activator]	13%	?	5%	-15%	4%
Cc1nc(SCn2nnc3ccccc3c2=O)nc(C)c1C	-2%	32%	2%	51%[activator]	5%	-11%	-5%	19%[57.1 µM]	13%
Nc1n[nH]c(CO)n1	-10%	13%	-3%	24%	-4%	?	-5%	16%[2.29 µM]	2%
C=CCNc1nc2c(c(=O)[nH]c(=O)n2C)n1CCCCC	-6%	-6%	6%	33%	1%	438%&-17%[activator]	-1%	?	12%
COc1ccc2[nH]c(C)c(CN3CCC(C)CC3)c(=O)c2c1	-18%	1%	-5%	17%	/	-5%	-2%	10%	-9%
Cc1cc(CNC(=O)c2cc(Br)ccc2Cl)nn1C	-12%	-19%	i	41%	1%	3%	-3%	6%	-1%
CC1=C(C(=O)NCc2cccc(Br)c2)C2(CCCCC2)OC1=O	-8%	-17%	-1%	21%	-2%	-15%	-10%	13%	-7%

A portion of the library. The share of hits here may be higher or lower than overall.
